# Screening data from PubChem.
# PTAP-TSG101 blk: TSG101-PTAP interaction inhibition, HIV-1 budding; Fluorescence polarization, FITC-PTAP peptide/Tsg101, 20 min; Q99816; Potency, µM (top dose mostly 115 µM), inactives show at the highest dose activity change, negative = inhibition, usual class: inhibitors; 44,000 tested, under 10 active; AID 1347069; note: potency is the fitted concentration of half-maximal effect; 0% is about no effect
#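 FITC-labeled PTAP peptide (50 nM final) binding to Tsg101 binding domain (10 uM final) read by fluorescence polarization after 20 min at r.t. in HEPES pH 7.5 buffer. Actives by CRC class, <25 µM.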
# NTMT1 inhibitor: blocks human N-terminal methyltransferase 1 activity. Q9BV86. NTMT1 MTase-Glo SAH luminescence, purified enzyme. Potency, µM (top dose mostly 114 µM), without a hit: at the highest dose activity change, negative = inhibition, hits mostly inhibitors. 59,000 compounds, 2.5% hits. AID 1645870;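 note: potency is the fitted concentration of half-maximal effect; plate controls were DMSO vehicle for no effect and no enzyme for full effect; nearly all actives have a fitted effect of over 65% in size; many of its hits are not listed in these tables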
# Target sequence (Q9BV86 whole entry, looked up): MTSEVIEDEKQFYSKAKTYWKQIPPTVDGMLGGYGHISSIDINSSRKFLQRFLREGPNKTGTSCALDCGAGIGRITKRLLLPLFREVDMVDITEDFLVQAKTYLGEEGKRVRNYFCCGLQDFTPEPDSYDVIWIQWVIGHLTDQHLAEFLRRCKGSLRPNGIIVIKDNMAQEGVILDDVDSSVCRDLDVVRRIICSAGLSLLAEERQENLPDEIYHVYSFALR
# GALK inh: inhibitors of human galactokinase (GALK); Potency, µM (top dose mostly 57.5 µM), without a hit: at the highest dose activity, negative = inhibition, most hits filed as inhibitors; AID 1347072; recombinant GALK, Kinase-Glo ATP luminescence, 1 h; P51570; 44,000 tested, under 10 active;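 note: plate controls were full GALK reaction for no effect and reaction lacking GALK for full effect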
# Target sequence (P51570 whole entry, looked up): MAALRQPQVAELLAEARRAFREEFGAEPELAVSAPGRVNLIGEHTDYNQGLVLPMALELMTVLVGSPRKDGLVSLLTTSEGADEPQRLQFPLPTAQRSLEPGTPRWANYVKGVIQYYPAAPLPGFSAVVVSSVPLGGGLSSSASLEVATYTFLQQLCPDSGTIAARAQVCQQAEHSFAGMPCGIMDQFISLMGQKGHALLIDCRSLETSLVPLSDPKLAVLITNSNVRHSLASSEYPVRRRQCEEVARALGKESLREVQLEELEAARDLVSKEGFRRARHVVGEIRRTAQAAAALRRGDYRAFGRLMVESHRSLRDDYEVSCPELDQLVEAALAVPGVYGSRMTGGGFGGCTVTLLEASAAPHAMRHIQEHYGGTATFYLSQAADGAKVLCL
#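 Human GALK (5 nM) was incubated with 35 uM ATP and 100 uM galactose in 20 mM HEPES pH 8.0 with MgCl2, NaCl, DTT and BSA for 1 h at room temperature. Remaining ATP was measured by Kinase-Glo Plus luminescence.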
# FH mod: Identification of activators of human fumarate hydratase by quantitative high-throughput screening. Fumarate hydratase, mitochondrial (Homo sapiens), P07954. FH coupled MDH/diaphorase resazurin fluorescence, 15 min. 54,000 compounds, 0.22% hits. AID 1347055, 2019. Potency, µM (titrated, usually from 79.9 µM), for inactives: at the top dose activity change, negative = inhibition, hits mostly inhibitors; note: potency is the fitted concentration of half-maximal effect; % is set by controls: 0 for no effect and ±100 for the full control effect; the screen sought activators but most active calls are inhibition curves; nearly all actives have a fitted effect of over 45% in size
# B2AR arrestin ag: agonists recruiting beta-arrestin to human beta2-adrenergic receptor; AID 1347077; HTLA Tango cells, beta-arrestin recruitment, luciferase luminescence, 18 h; Potency, µM (top dose mostly 46.1 µM), for the others: top-dose activation, usual class: activators; 44,000 tested, under 10 active;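 note: potency is the fitted concentration of half-maximal effect; 0% = DMSO and full agonism = EC100 isoproterenol or metaproterenol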
# Target sequence (P07550 whole entry, looked up): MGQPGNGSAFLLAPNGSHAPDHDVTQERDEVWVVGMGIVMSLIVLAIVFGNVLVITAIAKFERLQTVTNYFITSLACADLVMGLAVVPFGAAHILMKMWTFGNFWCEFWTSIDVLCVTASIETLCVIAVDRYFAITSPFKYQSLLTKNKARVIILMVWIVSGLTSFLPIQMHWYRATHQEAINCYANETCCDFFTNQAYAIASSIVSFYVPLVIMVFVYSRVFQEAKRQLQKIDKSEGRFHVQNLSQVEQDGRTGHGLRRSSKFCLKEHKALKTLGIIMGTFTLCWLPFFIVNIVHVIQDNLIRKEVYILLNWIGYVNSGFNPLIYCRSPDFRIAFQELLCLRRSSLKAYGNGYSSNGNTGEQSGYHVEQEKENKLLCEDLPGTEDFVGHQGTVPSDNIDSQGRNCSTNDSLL
#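 Ligand-induced beta-arrestin recruitment to recombinant beta2-AR is measured via a tTA-driven luciferase reporter in Tango cells after 18 hr compound exposure at 37 degrees C. Concentrations span up to 46 microM.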
# p53null 32C tox: kills p53 null cells at the permissive temperature | H1299-neo p53 null cells, ATP luminescence, 24 h, 32C | Potency, µM (top dose mostly 46.1 µM), without a hit: top-dose activity change, negative = cytotoxicity, most hits filed as cytotoxic | 55,000 compounds, 0.62% hits | AID 903;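 note: potency is the fitted concentration of half-maximal effect; 0% = DMSO only and -100% = full killing by 100 µM tamoxifen; nearly all actives have a fitted effect of over 55% in size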
#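 H1299-neo (p53-null) cells, 600/well, were pre-incubated overnight at 37C, then exposed to compounds at up to 46 uM for 24 hr at 32C. Viability was measured as ATP content by luminescence, and AC50 values came from Hill fits.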
# p53null 39C kill: p53 null cell cytotoxicity, nonpermissive temperature; 55,000 compounds, 0.97% hits; H1299 p53-null (neo) cells, 39C, ATPlite viability, 24 h; AID 904; Potency, µM (series often up to 46.1 µM), inactives show at the highest dose activity, negative = cell killing, hits mostly cytotoxic;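 note: potency is the fitted concentration of half-maximal effect; 0% = DMSO only and -100% = full killing by 100 µM tamoxifen; nearly all actives have a fitted effect of over 50% in size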
#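 H1299 lung cancer cells, p53-null (H1299-neo) or expressing p53 A138V (H1299-p53A138V), were plated overnight at 37C, then exposed to compounds at up to 46 uM for 24 hr at 39C. Viability was read by ATP-based luminescence.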
# * hit, by the source's call; ? = inconclusive; . = not tested or not shown. Calls come from the whole dose curve; as a rule, active = well fitted curve in the direction sought with a large enough effect; inconclusive = small, poorly fitted or top-dose-only effect, or another doubt; inactive = no such curve, though single readings can be large; an effect the other way counts as inactive or inconclusive. Not all compounds are listed (hit frequency here may not be typical).
SMILES,PTAP-TSG101 blk,NTMT1 inhibitor,GALK inh,FH mod,B2AR arrestin ag,p53null 32C tox,p53null 39C kill
O=C(Nc1ccc(Oc2ccccc2)cc1)c1ccc(F)c(S(=O)(=O)N2CCN(c3cccc(Cl)c3)CC2)c1,-1.6%,12.7%,0.1%,-8.2%,-0.8%,1.3%,8.1%
CCC1CN(C(=O)N2CCC(C(=O)NCCc3ccc(C)cc3)CC2)c2ccccc2O1 (configuration not stated),-1.2%,0.2%,3.2%,6.9%,1.2%,-3.1%,-28.2%
Cc1cc(C)c2oc(-c3ccc(NC(=O)COc4ccccc4C)cc3)nc2c1,1.5%,-4.4%,0.1%,0.8%,0.6%,-5.8%,-2.6%
Cc1ccc(NC(=O)CN2C(=O)C(c3ccc(F)cc3)=NC23CCCCCC3)c(C)c1,3.1%,5.3%,2.6%,-27.6%,-3.0%,20.2%,3.2%
Cc1cccc(OCC(=O)OCc2cc(=O)n3nc(C4CCCCC4)sc3n2)c1,0.4%,-1.5%,-0.3%,-16.3%,-0.8%,-0.4%,20.6%
Cc1cccc(CNC(=O)C2CCC(CNS(=O)(=O)c3ccc4c(c3)CCCC(=O)N4)CC2)c1 (configuration not stated),-4.4%,16.2%,-1.5%,-4.6%,-1.6%,-3.3%,0.3%
Clc1cccc(CSc2nnc(C3CCNCC3)o2)c1,-7.5%,-26.3%,-4.1%,-15.4%,-4.7%,-1.8%,5.5%
Cc1ccc(C2N=C(N)Nc3nc4ccccc4n32)cc1 (configuration not stated),0.9%,-8.4%,-0.7%,3.7%,0.6%,5.8%,15.5%
Cc1ccc(C)c(NC(=O)CN2C(=O)COc3ccc(Cl)cc32)c1,7.2%,?,0.0%,4.2%,-0.2%,3.6%,-17.2%
Cc1noc(-c2ccc(-c3noc(-c4cccc(F)c4)n3)cc2)n1,1.0%,1.7%,-1.8%,-16.4%,-1.3%,0.3%,-2.6%
CC1=C(C(=O)Nc2ccccc2C)C(c2ccccn2)n2ncnc2N1 (configuration not stated),-0.7%,14.8%,0.5%,5.3%,0.0%,-4.4%,-5.2%
Cn1nnnc1SCCCNCc1ccc(-c2ccc(F)c(Cl)c2)o1,1.0%,-16.4%,0.4%,-0.1%,-3.8%,-7.9%,-29.0%
O=C(COC(=O)C(Cc1c[nH]c2ccccc12)NC(=O)c1ccc(Br)cc1)c1ccc(Cl)cc1 (configuration not stated),-2.2%,22.4%,2.6%,-11.9%,0.4%,13.9%,3.1%
COc1ccc(CCn2c3c(c(=O)[nH]c2=O)C(NC(=O)c2ccccc2F)(C(F)(F)F)C(=O)N3)cc1OC (configuration not stated),-0.8%,-0.7%,0.0%,-8.4%,0.9%,-0.6%,-27.3%
CCc1noc2nc(C)n(CC(=O)O)c(=O)c12,3.8%,4.9%,5.2%,-1.3%,-2.1%,?,12.9%
CCCCn1c(CNC(=O)C23CC4CC(CC(C4)C2)C3)nnc1SCC(=O)Nc1ccccc1,-6.0%,-8.3%,-3.7%,-12.3%,1.0%,-1.0%,0.7%
Cc1ccc(C)c(NC(=O)Nc2cc3c(cc2N2CCCCC2)n(C)c(=O)n3C)c1,-10.3%,?,-6.6%,?,0.3%,16.0%,?
COc1ccc(-c2nc(Cn3c(=O)cc(C)c4c(C)nn(-c5ccccc5)c43)c(C)o2)cc1OC,1.2%,-7.2%,-1.8%,-9.7%,-0.3%,-7.4%,8.1%
CC(=O)c1cc(-c2ccccc2)n(CCC(=O)Nc2ccc(C)cc2C)c1C,-1.2%,17.6%,0.0%,7.1%,-2.1%,0.9%,17.0%
CCOC(=O)C1CCCN(c2ncnc3c2nnn3C)C1 (configuration not stated),-0.8%,3.5%,-0.5%,-25.9%,-1.9%,0.0%,-12.2%
CCOc1ccc(C(=O)c2c(N)c(-c3nc(-c4ccc5c(c4)OCO5)cs3)c3ccccn23)cc1,4.5%,1.7%,-2.1%,28.2%,-3.0%,7.1%,-25.8%
CCc1ccccc1NC(=O)Nc1c(C)n(C)n(-c2ccccc2)c1=O,-4.7%,7.1%,-9.2%,5.2%,0.8%,-8.1%,-12.5%
CCc1ccccc1NC(=O)Cn1c(=O)n(CCCCCC(=O)NCc2ccc(C)cc2)c(=O)c2sccc21,-1.9%,-6.4%,-1.9%,6.5%,1.0%,-8.6%,-4.2%
CCN(CC)C(=O)CSc1nc2cc3c(cc2c(=O)n1CCCCCC(=O)NCCc1ccc(OC)c(OC)c1)OCO3,-2.9%,8.6%,-0.3%,-6.4%,-1.0%,0.3%,-4.1%
COc1ccc2c(c1)Cc1sc(NC(=O)c3ccc(Cl)cc3)nc1-2,-13.5%,?,0.0%,-21.4%,0.7%,-10.1%,-19.7%
CNC(=O)C1CCCN(c2nnc(C)c3c(C)n(-c4ccccc4)nc23)C1 (configuration not stated),-0.1%,-17.6%,1.9%,?,0.0%,-2.2%,0.1%
CCOc1ccc2nc(NC(=O)c3ccccc3)sc2c1,-4.1%,?,4.4%,-0.3%,-0.6%,?,?
COc1ccc(C(=O)CCC(=O)Nc2cccc(C(C)=O)c2)cc1,2.4%,1.4%,2.5%,-3.7%,0.4%,13.4%,29.7%
CCCOc1ccc(C(=O)Nc2c(C(=O)c3ccc(C)cc3)oc3ccccc23)cc1,2.0%,6.6%,4.3%,0.2%,0.8%,-3.3%,-8.7%
CCOc1ccc(-n2c(=O)c3sc4ccccc4c3n(Cc3ccc(F)cc3)c2=O)cc1,-0.7%,1.6%,4.8%,-8.5%,0.4%,-1.8%,-4.4%
COc1ccc(-c2nc(CSCC(=O)N3CCN(c4ccc(OC)cc4)CC3)c(C)o2)cc1,-2.3%,-2.8%,8.5%,-11.2%,-1.1%,-9.4%,-14.5%
CC(=O)N1CCc2cc(S(=O)(=O)NC(CC(C)C)C(=O)NCCc3cccc(C)c3)ccc21 (configuration not stated),0.0%,24.5%,7.8%,-9.3%,0.5%,9.2%,-4.6%
COc1cccc(OCC(=O)NC2CC(=O)N(c3cccc(OC)c3)C2)c1 (configuration not stated),0.8%,-5.7%,-0.8%,-1.4%,-3.5%,-4.6%,-14.3%
Cc1nc(-n2nc(C)c(Cc3ccccc3Cl)c2C)sc1C(=O)N1CCCCC1C (configuration not stated),3.0%,1.6%,0.0%,?,-4.0%,-7.6%,-16.0%
CCC(CC)c1nn2cc(-c3ccccc3)nc2s1,0.2%,?,0.4%,-1.0%,-1.9%,6.31µM*,7.94µM*
COc1cc(-c2noc(-c3ccc(N4CCN(C)CC4)c([N+](=O)[O-])c3)n2)cc(OC)c1OC,3.8%,?,2.6%,-15.8%,-0.6%,-3.1%,-11.1%
CCN(CCCNC(=O)c1cc2cc3cc(OC)ccc3nc2s1)c1cccc(C)c1,-6.6%,-12.7%,-5.6%,-22.3%,-1.8%,8.4%,-2.5%
Cc1ccc(NC(=O)c2cc(S(=O)(=O)NCCC3=CCCCC3)ccc2F)cc1F,-3.9%,3.6%,-1.2%,?,-0.3%,2.6%,21.1%
Cc1ccc(CNC(=O)Nc2cc(C(=O)NCc3cccc(F)c3)ccc2N2CCCC2)cc1,-1.5%,-2.4%,2.9%,-18.4%,-0.2%,7.1%,-8.5%
Cc1ccc(-n2ncc(C(=O)N3CCN(c4ccc(Cl)cc4)CC3)c2C2CCN(C(=O)OC(C)(C)C)CC2)c(C)c1,-3.2%,4.4%,1.6%,-19.0%,0.1%,21.1%,7.1%

# Two records drawn at random from those above:
SMILES,PTAP-TSG101 blk,NTMT1 inhibitor,GALK inh,FH mod,B2AR arrestin ag,p53null 32C tox,p53null 39C kill
CCC(CC)c1nn2cc(-c3ccccc3)nc2s1,0.2%,?,0.4%,-1.0%,-1.9%,6.31µM*,7.94µM*
CCc1noc2nc(C)n(CC(=O)O)c(=O)c12,3.8%,4.9%,5.2%,-1.3%,-2.1%,?,12.9%

# Quoted from the listing.
# CCOc1ccc2nc(NC(=O)c3ccccc3)sc2c1 in GALK inh reads 4.4%
# CCc1ccccc1NC(=O)Cn1c(=O)n(CCCCCC(=O)NCc2ccc(C)cc2)c(=O)c2sccc21 in PTAP-TSG101 blk reads -1.9%
# COc1cccc(OCC(=O)NC2CC(=O)N(c3cccc(OC)c3)C2)c1 (configuration not stated) in PTAP-TSG101 blk reads 0.8%
# CC(=O)N1CCc2cc(S(=O)(=O)NC(CC(C)C)C(=O)NCCc3cccc(C)c3)ccc21 (configuration not stated) in GALK inh reads 7.8%
# Cc1ccc(NC(=O)c2cc(S(=O)(=O)NCCC3=CCCCC3)ccc2F)cc1F in B2AR arrestin ag reads -0.3%

# Next section.
SMILES,PTAP-TSG101 blk,NTMT1 inhibitor,GALK inh,FH mod,B2AR arrestin ag,p53null 32C tox,p53null 39C kill
COc1ccc(CCNC(=O)c2cc3c(s2)-c2c(C)cccc2OC3)c(OC)c1,-0.6%,13.0%,1.8%,-20.8%,0.4%,0.9%,-14.1%
CC(C)(C)OC(=O)N1CCc2nc(N3CCN(c4ncccn4)CC3)ncc2C1,0.8%,4.4%,-0.2%,0.8%,-3.6%,-3.9%,-8.9%
O=C(NCc1ccc(F)cc1)c1ccc2c(c1)nnn2C1CCCC1,-0.5%,-1.1%,3.6%,?,0.0%,-5.6%,-17.6%
CCN(CC)C(=O)C1CCN(c2nnc(C)c3c(C)n(-c4ccc(Cl)cc4)nc23)CC1,2.5%,19.4%,0.4%,3.9%,0.3%,3.3%,4.7%
CCOc1ccccc1CNC(=O)c1ccc(NC(=O)N2CCSc3ncccc32)cc1,-1.4%,?,0.0%,-1.0%,0.1%,9.3%,-7.1%
Cc1cccc(N2CCN(c3ncnc4c3c(-c3ccccc3)cn4-c3ccccc3)CC2C)c1 (configuration not stated),-0.1%,16.2%,0.5%,-2.6%,-0.4%,-7.2%,20.8%
CCOC(=O)C1CCN(C(=O)c2nn(-c3ccc(OC)c(Cl)c3)c(=O)c3c2c2ccccc2n3C)CC1,-5.2%,-8.4%,-3.4%,-11.0%,?,3.4%,6.3%
COC(=O)c1ccccc1NC(=O)C(Cc1ccccc1)N1Cc2ccccc2C1=O (configuration not stated),4.6%,-3.3%,-3.6%,-24.3%,0.6%,-4.8%,-11.2%
Cc1cc(C)cc(NC(=O)Cn2c(=O)n(Cc3ccco3)c(=O)c3oc4ccccc4c32)c1,1.2%,-4.5%,3.3%,-14.7%,0.6%,-7.3%,-16.0%
COc1ccc(C)cc1NC(=O)c1cc2ccccn2n1,4.3%,.,-2.9%,.,-1.1%,?,?
COc1ccc(/C=C(/C#N)c2nc(-c3cc4ccccc4oc3=O)cs2)cc1,-1.0%,?,1.4%,-15.0%,-0.3%,1.5%,-10.4%
Cc1cc(Nc2ccccc2C)c2cccc(C)c2n1,-0.6%,?,0.8%,-21.5%,-1.6%,-4.6%,-1.7%
CCc1ccccc1NC(c1nnc(-c2cccc(F)c2)o1)c1ccc(F)cc1Cl (configuration not stated),0.4%,-16.9%,3.0%,-14.9%,0.5%,17.7%,-3.4%
